TexasRed autofl: qHTS Assay for Spectroscopic Profiling in Texas Red Spectral Region; AID 587, 2007; Compound fluorescence, Texas Red channel, 547/618 nm; stronger effect = higher value; actives 0.06% (n = 59,000); max dye-equivalent concentration, M; in the data active = max dye-equivalent concentration above about 10 nM; inconclusive = between about 1.1 nM and that limit
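Fluorescence at ex 547/em 618 nm, normalized against an on-plate Texas Red standard series to give dye-equivalent concentration per compound concentration. Buffer 100 mM Tris, pH 8.0; 15 min RT incubation before CCD imaging.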
USP2a inhib: qHTS Assay for Inhibitors of Ubiquitin-specific Protease USP2a. Ubiquitin carboxyl-terminal hydrolase 2 (Homo sapiens), O75604. USP2a enzymatic assay, qHTS inhibition. Potency, µM (titrated, usually from 38.3 µM), for inactives: top-dose activity change, negative = inhibition, usual class: inhibitors. actives 0.1% (n = 60,000). AID 927, 2007;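 note: potency is the fitted concentration of half-maximal effect; nearly all actives have a fitted effect of over 60% in size; plate controls were DMSO for no effect and NEM full inhibition control for full effect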
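Inhibition is measured in a cell-free coupled assay with 20 nM USP2 core, 20 nM Ub-PLA2 and 20 uM NBD C6-HPC, 2.5 h incubation. Activity normalized to NEM control.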
ERK AVP block: qHTS Assay for Inhibitors of the ERK Signaling Pathway using a Homogeneous Screening Assay; Potency, µM (titrated, usually from 57.5 µM), for the others: at the top dose activity, negative = inhibition, most hits filed as inhibitors; actives 0.99% (n = 72,000); AID 995, 2007; HEK293-V1b, vasopressin-stimulated pERK AlphaScreen; note: potency is the fitted concentration of half-maximal effect; % is set by controls: 0 for no effect and ±100 for the full control effect; nearly all actives have a fitted effect of over 55% in size
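V1b-HEK293 cells; cpd 30 min 37C; 25 nM vasopressin 5 min; lyse 10 min; AlphaScreen beads 5 hr RT. Normalized to DMSO basal and 25 nM vasopressin; AC50 by Hill fit.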
HADH2 inhib: qHTS Assay for Inhibitors of HADH2 (Hydroxyacyl-Coenzyme A Dehydrogenase, Type II); 3-hydroxyacyl-CoA dehydrogenase type-2 (Homo sapiens), Q99714; recombinant HADH2, NADH fluorescence, beta-hydroxybutyryl-CoA; Potency, µM (highest dose often 57.1 µM), for the others: at the top dose activity change, negative = inhibition, hits mostly inhibitors; actives 3.4% (n = 73,000); AID 886, 2007; note: potency is the fitted concentration of half-maximal effect; % is set by controls: 0 for no effect and ±100 for the full control effect; nearly all actives have a fitted effect of over 60% in size; many of its hits are not listed in these tables
Target sequence (Q99714 whole entry, looked up, one chain of several): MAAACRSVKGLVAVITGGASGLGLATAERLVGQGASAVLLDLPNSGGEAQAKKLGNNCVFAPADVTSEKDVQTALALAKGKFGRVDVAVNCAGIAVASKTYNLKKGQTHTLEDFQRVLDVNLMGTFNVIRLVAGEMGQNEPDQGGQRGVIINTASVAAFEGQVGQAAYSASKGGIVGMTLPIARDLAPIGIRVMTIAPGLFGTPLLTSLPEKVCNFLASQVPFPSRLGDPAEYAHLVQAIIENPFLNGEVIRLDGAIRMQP
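E. coli-expressed His-tagged HADH2 tested at 20 nM in alkaline Tris buffer (pH 9.0); oxidation of 90 uM beta-hydroxybutyryl-CoA with 1 mM NAD+ tracked fluorimetrically for 4 min.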
Luciferase inh: qHTS Assay for Inhibitors of Firefly Luciferase. Luciferin 4-monooxygenase (Photinus pyralis), P08659. purified firefly luciferase, luminescence, 8 min. Potency, µM (doses to about 57.1 µM), without a hit: top-dose activity change, negative = inhibition, hits mostly inhibitors. actives 2.2% (n = 72,000). AID 411, 2009; note: potency is the fitted concentration of half-maximal effect; % is set by controls: 0 for no effect and ±100 for the full control effect; nearly all actives have a fitted effect of over 40% in size
Target sequence (P08659 whole entry, looked up): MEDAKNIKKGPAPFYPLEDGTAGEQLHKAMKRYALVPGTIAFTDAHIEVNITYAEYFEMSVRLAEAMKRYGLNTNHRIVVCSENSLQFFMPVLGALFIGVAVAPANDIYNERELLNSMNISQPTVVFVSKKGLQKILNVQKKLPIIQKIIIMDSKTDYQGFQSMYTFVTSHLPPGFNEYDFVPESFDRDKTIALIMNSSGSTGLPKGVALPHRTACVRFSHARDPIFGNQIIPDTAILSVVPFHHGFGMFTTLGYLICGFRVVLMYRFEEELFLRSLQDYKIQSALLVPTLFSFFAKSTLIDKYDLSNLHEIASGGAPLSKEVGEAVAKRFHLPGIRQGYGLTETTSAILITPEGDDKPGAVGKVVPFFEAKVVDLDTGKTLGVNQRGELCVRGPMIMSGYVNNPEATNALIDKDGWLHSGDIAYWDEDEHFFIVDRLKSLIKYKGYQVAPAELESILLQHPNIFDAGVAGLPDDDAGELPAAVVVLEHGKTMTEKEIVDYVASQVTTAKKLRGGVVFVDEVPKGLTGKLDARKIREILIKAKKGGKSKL
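Here, luciferase activity is measured as luminescence following an 8 min room-temperature reaction at 10 uM ATP, pH 7.2. Every library sample is titrated.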
Fluorescein autfl: qHTS Assay for Spectroscopic Profiling in Fluorescein Spectral Region; Compound autofluorescence, 480/540 nm, fluorescein-equivalent; stronger effect = higher value; max fluorescein-equivalent concentration, M; actives 0.91% (n = 59,000); AID 593, 2007; in the data active = max fluorescein-equivalent concentration above about 10 nM; inconclusive = between about 1.1 nM and that limit
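Library compounds, added at multiple concentrations to pH 8.0 Tris buffer (100 mM), incubate 15 min at room temperature before CCD imaging at 480 nm excitation and 540 nm emission.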
Caspase-1 inhib: qHTS Assay for Allosteric/Competitive Inhibitors of Caspase-1 | actives 0.03% (n = 75,000) | AID 900, 2007 | Potency, µM (doses to about 57.5 µM), for the others: at the highest dose activity change, negative = inhibition, most hits filed as inhibitors | Caspase-1 enzyme, Ac-WEHD-AFC fluorogenic rate | P29466;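 note: potency is the fitted concentration of half-maximal effect; plate controls were vehicle for no effect and no substrate for full effect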
Target sequence (P29466 120-297 limits assumed): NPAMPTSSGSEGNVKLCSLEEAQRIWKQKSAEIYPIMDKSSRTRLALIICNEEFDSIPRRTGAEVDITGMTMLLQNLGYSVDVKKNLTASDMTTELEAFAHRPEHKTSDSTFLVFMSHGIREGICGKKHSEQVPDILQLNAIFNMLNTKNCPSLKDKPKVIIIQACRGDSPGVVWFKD
Target sequence (P29466 317-404 limits assumed): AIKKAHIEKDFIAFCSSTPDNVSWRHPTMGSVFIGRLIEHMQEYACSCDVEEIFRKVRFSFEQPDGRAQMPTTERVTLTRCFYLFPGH
HEK293 cAMP cs: qHTS Assay for Agonists of the Thyroid Stimulating Hormone Receptor: Activators of Intracellular cAMP Concentrations in Parental HEK 293 | Potency, µM (doses to about 57.1 µM), for inactives: at the highest dose activation, actives largely listed as activators | parental HEK293 CNG cAMP sensor, membrane potential fluorescence | actives 2.5% (n = 73,000); note: potency is the fitted concentration of half-maximal effect; % of control where 0% means no effect; nearly all actives have a fitted effect of over 55% in size
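Parental HEK 293 cells stably expressing a cAMP-gated CNG channel were loaded with membrane potential dye containing 100 uM RO 20-1724 for 60 min. Compound added for 30 min; depolarization read as fluorescence intensity at 590 nm.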
Casp7 inh: qHTS Assay for Allosteric/Competitive Inhibitors of Caspase-7. P55210. recombinant caspase-7, Ac-DEVD-AFC fluorescence rate. Potency, µM (doses to about 57.5 µM), without a hit: at the highest dose activity change, negative = inhibition, usual class: inhibitors. actives 0.02% (n = 75,000); active = well fitted inhibition curve with a large enough effect in the main read-out, with a control signal flat, not every such curve was filed as active; inconclusive = small, poorly fitted or top-dose-only effect, or a change in a side signal; note: potency is the fitted concentration of half-maximal effect; % of control where 0% means no effect
Tau filament bind: qHTS Assay for Tau Filament Binding | Microtubule-associated protein tau (Homo sapiens), P10636 | recombinant tau filaments, thioflavin S fluorescence, 15 h; filaments grown with octadecylsulfate alongside compound | Potency, µM (highest dose often 57.1 µM), for inactives: at the highest dose activity change, negative = inhibition | actives 2% (n = 71,000);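 note: potency is the fitted concentration of half-maximal effect; % is set by controls: 0 for no effect and ±100 for the full control effect; actives lower thioflavin S fluorescence by blocking filaments or displacing dye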
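Tau 2 uM in ThS buffer dispensed; compound added; 60 uM ODS added (finals 1 uM tau, 30 uM ODS); 15 h 37 C; fluor ex450/em510.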
Rhodamine fluor: qHTS Assay for Spectroscopic Profiling in Rhodamine Spectral Region | max dye-equivalent concentration, M | Rhodamine-region fluorescence, 547/598 nm, Tris buffer; stronger effect = higher value | actives 0.05% (n = 59,000); in the data active = max dye-equivalent concentration above about 11 nM; inconclusive = between about 1.1 nM and that limit
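Intrinsic compound fluorescence, ex 547 / em 598 nm, CCD imager. Tris 100 mM pH 8.0; 15 min RT. Output = rhodamine dye-equivalent concentration at each compound concentration.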
Active calls of the source: *; i = inactive; ? = inconclusive; · = no result given; [ ] = dose if it differs, or a comment. Unless noted, calls come from the whole dose curve; as a rule, active = well fitted curve in the direction sought with a large enough effect; inconclusive = small, poorly fitted or top-dose-only effect, or another doubt; inactive = no such curve, though single readings can be large; an effect the other way counts as inactive or inconclusive. These rows are one share of the data; rates above refer to the full screens.

Results follow in this order: HEK293 cAMP cs, Fluorescein autfl, Luciferase inh, TexasRed autofl, ERK AVP block, Casp7 inh, Tau filament bind, USP2a inhib, Caspase-1 inhib, HADH2 inhib, Rhodamine fluor
O=C1C[C@H]2OCC=C3CN4CC[C@@]5(C(=O)O)[C@H](N1)[C@H]2[C@H]3C[C@H]45
→ -6%[11.4 µM], i, 3%[11.4 µM], i, -1%[11.5 µM], 0%[11.5 µM], -5%[11.4 µM], ·, -4%[11.5 µM], 4%[11.4 µM], i
Cc1c(NC(=O)CC(O)(C(F)(F)F)C(F)(F)F)c(=O)n(-c2ccccc2)n1C
→ -1%, ?, 4%, i, -11%, -1%, -11%, 4%, -1%, 6%, i
O=C(O)c1ccc(COc2ccc(CO)cc2Cl)cc1
→ 5%, i, -23%, ?, -19%, 0%, -6%, 1%, -1%, -5%, i
Cc1cc(O)c(C(C)(C)C)cc1Sc1cc(C(C)(C)C)c(O)cc1C
→ ?, ·, ·, ·, ?, -10%, 20µM*, ·, -5%, -29%, ·
CC(=O)Nc1ccc(S(=O)(=O)Nc2cccc(N(C)S(C)(=O)=O)c2)cc1
→ 5%, i, 1%, ?, -16%, 0%, -2%, -2%, 0%, -10%, i
O=C(NCCc1ccccc1)c1noc2c1CCc1ccccc1-2
→ 13%, ?, 0%, i, 31%[activator], 0%, 43%, -20%, -3%, 45%[activator], i
CCC(=O)Nc1ccc(-c2nn3c(C)nnc3s2)cc1
→ -5%, ?, 0%, ?, 3%, 2%, 3%, -2%, 4%, -17%, i
COC(=O)Cn1nc(-c2ccccc2)c2ccccc21
→ 17%, ?, 3%, i, 2%, -3%, -3%, 2%, 1%, -3%, i
O=C1CN2CCN(CC2)CC(=O)Nc2ccc(cc2)S(=O)(=O)c2ccc(cc2)NC(=O)CN2CCN(CC2)CC(=O)Nc2ccc(cc2)S(=O)(=O)c2ccc(cc2)N1
→ 2%[11.4 µM], i, 0%[11.4 µM], i, 10%[11.5 µM], 1%[11.5 µM], 69%[11.4 µM], ·, 0%[11.5 µM], 6%[11.4 µM], i
CS(=O)(=O)N(CC(=O)N1CCCCCC1)c1ccc2c(c1)OCCO2
→ 3%, ?, 0%, i, -13%, 0%, 4%, 4%, -1%, ?, i
Cc1ccc(NS(=O)(=O)c2ccc3c(c2)oc(=O)n3C)cc1F
→ -6%, ·, 2%, ·, ·, 2%, -5%, ·, -1%, 9%, ·
COc1ccc(C(=O)NCCC(C)C)cc1S(=O)(=O)N1CCOCC1
→ 0%, ?, 3%, i, 9%, -1%, 8%, 2%, 1%, 14%, i
Cc1oc(-c2cccs2)[n+]([O-])c1C
→ 4%, i, 1%, ?, -11%, 1%, 5%, -11%, 0%, -11%, i
CCN(CC)CCNC(=O)c1ccccc1C(=O)c1ncc[nH]1
→ 8%, ·, 2%, ·, 12%, 0%, 19%, -1%, 1%, 0%, ·
Cc1cc(S(=O)(=O)Nc2ccccc2C(=O)O)ccc1Cl
→ 7%, i, 4%, i, -10%, -8%, 2%, -5%, -13%, 0%, i
NC(=O)C1CCN(C(c2ccccc2F)c2nnnn2Cc2ccco2)CC1 (configuration not stated)
→ 1%, ?, -1%, ?, 3%, -2%, -28%, -4%, 3%, 0%, i
CC(C)c1ccc(O)c(NC(=O)c2cncc(Br)c2)c1
→ 17%, i, -7%, i, 2%, 1%, -4%, 5%, 0%, -1%, i
O=C(O)[C@H](Cc1ccccc1)N1Cc2ccccc2C1=O
→ 27%, ·, 2%, ·, ·, 2%, -9%, ·, -2%, -4%, ·
COc1ccc2[nH]cc(CCNc3ccnc(-c4ccccc4C)n3)c2c1
→ -11%, ?, -1%[2.29 µM], i, -12%, -7%, 16µM*, 190%[activator], -8%, 1%, i
CCc1cc(C(=O)OC)c(NC(=O)CC2NCCNC2=O)s1 (configuration not stated)
→ -1%, ?, 0%, i, -19%, 0%, -4%, 2%, -1%, 8%, i
CCOc1ccc(-n2c(SC)nc3c(c2=O)SCC3)cc1
→ 17%, i, 1%, i, -14%, 0%, -2%, 2%, 0%, 1%, i
CCOC(=O)c1sc(NC(=O)CSc2ncccn2)c(C#N)c1C
→ 28%, i, 3%, i, -3%, 0%, ?, 10%, 1%, -13%, i
Cc1noc(C)c1COC(=O)c1ccc2c(c1)OCCO2
→ 21%, i, 0%, i, ?, -1%, 6%, 5%, -2%, -4%, i
CCCN(CCC)C(=O)CSc1nc2n[nH]c(C)c2c(=N)n1-c1ccc(OC)cc1
→ 2%, i, 2%, ?, ?, -3%, 25%, 29%, -2%, -7%, i
CC(=O)Nc1ccc(N2C(=O)CC(N3CC(C)OC(C)C3)C2=O)cc1 (configuration not stated)
→ 3%, i, 0%, i, 3%, 1%, 12%, 12%, 0%, 11%, i
Cc1csc(NC(=O)CSc2nnc(-c3ccco3)n2C)n1
→ -2%, i, -2%, i, -13%, 3%, 0%, ·, -1%, -5%, i
COc1ccc(-c2nc(SC)n(C(=O)c3ccco3)n2)cc1
→ 3%, ?, -9%, ?, 5%, 0%, 8%, -10%, 0%, 20µM*, i
CC12C=CC3(CN(Cc4ccccc4)C(=O)C3C1C(=O)NCc1ccco1)O2 (configuration not stated)
→ 3%, i, 2%, i, ?, -7%, 11%, -2%, 1%, 2%, i
CN(Cc1ccco1)C(=O)C(Cc1ccccc1)NS(=O)(=O)c1ccc2c(c1)CCC(=O)N2 (configuration not stated)
→ 3%, ·, 1%, ·, 3%, -1%, 0%, ·, -3%, -10%, ·
Cc1cccc(OCc2nnc(SCC(=O)N3CCc4ccccc43)n2C)c1
→ 8%, ?, -4%, i, -2%, -1%, 24%, -4%, -1%, -9%, i

A second format for part of the listing above:
compound | HEK293 cAMP cs | Fluorescein autfl | Luciferase inh | TexasRed autofl | ERK AVP block | Casp7 inh | Tau filament bind | USP2a inhib | Caspase-1 inhib | HADH2 inhib | Rhodamine fluor
COc1ccc(-c2nc(SC)n(C(=O)c3ccco3)n2)cc1 | 3% | ? | -9% | ? | 5% | 0% | 8% | -10% | 0% | 20µM* | i
CC12C=CC3(CN(Cc4ccccc4)C(=O)C3C1C(=O)NCc1ccco1)O2 (configuration not stated) | 3% | i | 2% | i | ? | -7% | 11% | -2% | 1% | 2% | i
CN(Cc1ccco1)C(=O)C(Cc1ccccc1)NS(=O)(=O)c1ccc2c(c1)CCC(=O)N2 (configuration not stated) | 3% | · | 1% | · | 3% | -1% | 0% | · | -3% | -10% | ·
Cc1cccc(OCc2nnc(SCC(=O)N3CCc4ccccc43)n2C)c1 | 8% | ? | -4% | i | -2% | -1% | 24% | -4% | -1% | -9% | i

3 compounds from above, limited to ERK AVP block and Casp7 inh.
SMILES | ERK AVP block | Casp7 inh
NC(=O)C1CCN(C(c2ccccc2F)c2nnnn2Cc2ccco2)CC1 (configuration not stated) | 3% | -2%
CC(C)c1ccc(O)c(NC(=O)c2cncc(Br)c2)c1 | 2% | 1%
O=C(O)[C@H](Cc1ccccc1)N1Cc2ccccc2C1=O | · | 2%

More results follow.
Results follow in this order: HEK293 cAMP cs, Fluorescein autfl, Luciferase inh, TexasRed autofl, ERK AVP block, Casp7 inh, Tau filament bind, USP2a inhib, Caspase-1 inhib, HADH2 inhib, Rhodamine fluor
COC(=O)N1CCC2(CCCN(c3ccccn3)C2)CC1
→ ?, i, 1%[11.4 µM], i, 6%, -2%, 1%, 15%, -1%, -23%, i
CCC(C)OC(=O)n1ccc(C(=O)Nc2nccs2)n1 (configuration not stated)
→ 3%, i, -26%, i, 9%, 3%, 5%, ·, -1%, 7%, i
Cc1ccc(-c2oc3ncnc(N)c3c2-c2ccc(C)cc2)cc1
→ 16%, i, 2%, i, 51%[activator], -2%, 55%, 12%, -2%, 32µM*, i
COc1ccc(OC)c(S(=O)(=O)N(C)CC(=O)Nc2ccc3c(c2)OCO3)c1
→ 2%, i, -2%, i, -24%, 2%, -21%, 19%, -1%, 3%, i
O=C(COc1ccc(Cl)cc1)Nc1ccc(Cl)cn1
→ ?, i, -23%, ?, 14%, 1%, 17%, 2%, 0%, -2%, i
CCCCCCn1c(SCCCC)nc2c1c(=O)[nH]c(=O)n2C
→ 13%, ?, -5%, i, -13%, -2%, 32%, -4%, 0%, -7%, i
CN(C)CC(C)(C)NS(=O)(=O)c1ccc(Cl)cc1
→ 8%, ?, 3%, ?, 6%, 6%, -3%, -7%, 1%, -3%, i
O=C(C(Cc1ccccc1)n1cccc1)N1CCCCC1 (configuration not stated)
→ 3%, ·, 1%, ·, -24%, -3%, -8%, ·, 5%, -2%, ·
CCCCSc1nc(CCC)cc(=O)[nH]1
→ 21%, ·, -2%, ·, 1%, -1%, -9%, -2%, -1%, 11%, ·

From PubChem
